HTRA1 inh: HTRA1 (human) protease inhibition | AID 504803 | inhibition, % at 5.96 µM | recombinant HTRA1, FP-rhodamine activity-based probe, fluorescence polarization | hit rate 0.5% among 340,000 | Q92743; in the data active means inhibition above about 36%;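 further: 0% = enzyme with DMSO and 100% = wells lacking enzyme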
Target sequence (Q92743 whole entry, looked up): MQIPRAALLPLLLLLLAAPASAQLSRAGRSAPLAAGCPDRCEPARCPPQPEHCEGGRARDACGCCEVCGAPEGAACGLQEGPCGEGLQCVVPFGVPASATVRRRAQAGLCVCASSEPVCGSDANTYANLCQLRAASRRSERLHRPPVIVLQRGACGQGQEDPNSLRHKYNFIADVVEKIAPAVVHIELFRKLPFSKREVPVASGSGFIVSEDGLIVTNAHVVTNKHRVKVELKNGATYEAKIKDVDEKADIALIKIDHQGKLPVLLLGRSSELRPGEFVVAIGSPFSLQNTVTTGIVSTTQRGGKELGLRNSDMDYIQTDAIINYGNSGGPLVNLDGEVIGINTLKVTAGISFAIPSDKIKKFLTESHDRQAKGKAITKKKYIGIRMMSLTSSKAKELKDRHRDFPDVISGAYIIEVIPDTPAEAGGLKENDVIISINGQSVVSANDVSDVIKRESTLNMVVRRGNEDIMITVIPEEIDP
TCR CD3 inh: blocks the human TCR-CD3 interaction | TAMRA-labeled TCR probe fluorescence, biochemical | inhibition, % at 9.4 µM | hit rate 0.37% among 360,000 | AID 651800; in the data active means inhibition above about 19%;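 further: recombinant mutant TCR 2C K166C tagged with TAMRA read by polarization; 0% = receptor in buffer alone and 100% = receptor with positive control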
TDP2 absorb: TDP2 (human) inhibition, absorbance primary screen | inhibition, % at 12.8 µM | O95551 | hit rate 0.34% among 370,000 | recombinant TDP2, T5PNP hydrolysis, p-nitrophenol absorbance 415 nm;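 active means inhibition above the mean of all tested compounds plus 3 SD, set per campaign, cut at about 25% in these data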;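 further: 0% = DMSO with enzyme and 100% = buffer with substrate but no TDP2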
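Assay system: Recombinant human TDP2 | Quantity: 120 nM TDP2 per well | Incubation: 2 h at 37 °C | Signal: Epi absorbance | Evaluation: Percent inhibition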
ABHD4 inh: inhibitors of mouse ABHD4; inhibition, % at 8.92 µM; hit rate 0.54% among 370,000; purified mABHD4, FP-Rh probe fluorescence polarization;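 active means inhibition exceeding the mean over every tested compound plus 3 SD, cut at about 30% in these data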;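 further: 0% = plate median of compound wells and 100% = S159A mutant with DMSO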
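Assay system: wild-type mouse ABHD4 protein; compound: single nominal dose of 8.92 µM, 0.89% DMSO final; schedule: 45 min + 60 min at 25 °C; measured by: FP readout, ex 525 nm / em 598 nm; evaluation: % inhibition of FP-Rh probe binding versus controls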
NPR2 activator: GC-B (human) receptor activation; P20594; HEK293-GC-B cells, CNP EC30, cGMP TR-FRET; 0% at EC30 CNP, 100% saturating CNP; activation, % at 10 µM; hit rate 0.11% among 370,000; AID 1920062;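 active means activation at 10 µM reaching about 35% in either raw or pattern-adjusted values, limit read from the data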
MBD2 DNA inh: inhibitors of human MBD2 binding to methylated oligonucleotide | TR-FRET | hit rate 0.31% among 370,000 | inhibition, % at 4.4 µM | Q9UBB5; in the data active means inhibition above about 13%
SIAE inh: human SIAE inhibition, primary screen; Q9HAT2; SIAE FP-Rh probe binding, fluorescence polarization; inhibition, % at 9.66 µM; hit rate 0.69% among 370,000; AID 1053197;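 active means inhibition above a cutoff: mean of compounds within the control limits plus 3 SD of those, cut at about 17% in these data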;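 further: 0% = plate median of compound wells and 100% = probe without SIAE protein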
LEDGF integ inh: blocks HIV-1 LEDGF/p75-dependent DNA integration; inhibition, % at 3.7 µM; hit rate 0.64% among 370,000; TR-FRET IN-LEDGF/p75 DNA integration, Eu/Cy5; AID 743269;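 active means inhibition above the screen-wide mean plus 3 SD, cut at about 13% in these data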;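 further: signal is the Cy5 over europium emission ratio at 671 and 618 nm; 0% = plate median of compound wells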
PRMT1 inh: inhibitors of human PRMT1. inhibition, % at 2.79 µM. recombinant PRMT1, activity-based probe fluorescence polarization. Q99873. hit rate 1.3% among 370,000. AID 652257;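 active means inhibition above about 21% made by adding two undisclosed values, limit read from the data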
Target sequence (Q99873 whole entry, looked up): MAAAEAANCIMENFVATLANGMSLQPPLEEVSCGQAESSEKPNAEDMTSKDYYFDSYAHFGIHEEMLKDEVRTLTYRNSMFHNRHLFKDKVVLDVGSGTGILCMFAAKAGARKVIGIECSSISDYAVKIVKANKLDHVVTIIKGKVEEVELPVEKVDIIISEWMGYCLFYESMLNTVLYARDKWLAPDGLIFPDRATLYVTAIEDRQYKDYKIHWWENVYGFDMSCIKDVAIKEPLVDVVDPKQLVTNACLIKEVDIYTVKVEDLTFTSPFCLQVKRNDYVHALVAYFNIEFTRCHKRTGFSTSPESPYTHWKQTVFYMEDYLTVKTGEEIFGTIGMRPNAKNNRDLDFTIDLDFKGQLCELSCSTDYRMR
rCAG binder: molecules binding r(CAG) RNA repeats. r(CAG) RNA repeat, TO-PRO-1 dye displacement fluorescence. inhibition, % at 3 µM. hit rate 1.3% among 370,000. AID 651821;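 active means inhibition above the plate cutoff, the mean of all test compounds on that plate plus 3 SD, cut at about 35% in these data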;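 further: 0% = DMSO alone and 100% = 100 µM mitoxantrone as full dye displacement; higher means more dye released from RNA so lower well fluorescence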
* hit, by the source's call; / = no result given; & = joins results of further samples; ! = not active in a repeat. This is a subset; count on the stated rates, not on these rows.

Values run as follows: HTRA1 inh | TCR CD3 inh | TDP2 absorb | ABHD4 inh | NPR2 activator | MBD2 DNA inh | SIAE inh | LEDGF integ inh | PRMT1 inh | rCAG binder
1. CCOC(=O)C1=C(O)CSC1=Nc1ccc(C)cc1
→ 3 | -4 | 2 | -3 | -1 | 0 | 0 | 1 | -3 | 3
2. CCOC(=O)c1cnc2ccc(C(=O)OC)cc2c1NCCCN1CCOCC1
→ -1 | 1 | -8 | -3 | 10 | 11 | 2 | 2 | -6 | -1
3. COc1ccc(NC(=O)COC(=O)c2ccc(C)c(S(=O)(=O)N3CCCCC3)c2)cc1
→ -8 | 9 | 2 | -10 | 0 | 3 | -2 | 0 | 2 | 7
4. C#CCOCCOCCOCCNc1nc(N2CCN(C(=O)Cn3cc(CCCCN)nn3)CC2)nc(N2CCN(C(=O)[C@H](C)n3cc(CCC(=O)O)nn3)CC2)n1
→ -5 | 2 | 11 | 10 | 3 | 4 | 7 | -1 | 0 | -3
5. CN(C)C(=O)c1ccc(NC(=O)COC(=O)C2CCN(S(=O)(=O)c3ccc4c(c3)OCCO4)CC2)cc1
→ -5 | 0 | -11 | 0 | -1 | 0 | 1 | -9 | 6 | -1
6. C[C@@H]1CCCCO[C@@H](CN(C)C(=O)CCC(F)(F)F)[C@@H](C)CN([C@H](C)CO)C(=O)c2cc(N(C)C)ccc2O1
→ 1 | 8 | -6 | 10 | -8 | -6 | -2 | -7 | -2 | 1
7. CC(C)CC(=O)NC(=S)Nc1nc(-c2ccc(Cl)cc2)cs1
→ -7 | 1 | 10 | -2 | -5 | 5 | -10 | 0 | 3 | 3
8. COc1ccc(NC(=O)c2cc3ccccc3[nH]2)cc1
→ -4 | -5 | 1 | 0 | -3 | 2 | -1 | -6 | 6 | 2
9. O=C(CCC1CCCCC1)Nc1ccccc1C(=O)N1CCOCC1
→ 0 | -5 | 8 | 1 | 7 | 2 | -1 | 0 | 2 | -4
10. CC(/C=C/c1ccccc1)=N/NC(=O)c1cccc(Br)c1
→ -8 | 6 | 0 | -10 | 5 | 2 | 1 | -1 | -3 | -1

Values run as follows: HTRA1 inh | TCR CD3 inh | TDP2 absorb | ABHD4 inh | NPR2 activator | MBD2 DNA inh | SIAE inh | LEDGF integ inh | PRMT1 inh | rCAG binder
11. Cn1cc(Cc2ccc(C(=O)N3CCN(Cc4ccccc4)CC3)cn2)c2ccccc21
→ / | 6 | 1 | 5 | 1 | -3 | 10 | -1 | -2 | 4
12. CCC(Cc1ccccc1)NC(=O)CSc1ccsc1[N+](=O)[O-] (stereo unspecified)
→ 4 | -8 | 0 | 12 | 4 | 1 | 3 | 1 | 2 | 1
13. Cc1nc2c(C(=O)NCCC(C)C)c[nH]n2c(=O)c1Cc1ccccc1F
→ 18 | 1 | 2 | -88 | 3 | 1 | 2 | 8 | -2 | 69*
14. CC1CC(C)CN(CCCNS(=O)(=O)c2cc(Br)cc3c2N(C(=O)C2CC2)CC3)C1 (stereo unspecified)
→ 0 | -5 | -13 | 1 | 3 | 4 | -2 | -1 | -2 | 0
15. COc1ccc(CCn2c(NN)nc3c2c(=O)[nH]c(=O)n3C)cc1
→ 8 | -5 | 2 | 6 | -2 | 4 | 1 | -5 | 7 | 7
16. CC1(C)CC(O)(CNCc2ccc3c(c2)OCO3)CCO1 (stereo unspecified)
→ -4 | 5 | 1 | 0 | -8 | -4 | -1 | -1 | 1 | -4
17. Cn1ccc2c(-c3cccc(C=O)c3)cc3c(c21)C1CCC3C1 (stereo unspecified)
→ / | -6 | 3 | 1 | 0 | 3 | 3 | 2 | 3 | 5
18. CSCCC(NS(=O)(=O)c1ccc2c(c1)oc(=O)n2C)C(=O)NCc1cccs1 (stereo unspecified)
→ 2 | -3 | -19 | -6 | 5 | 1 | 3 | -5 | 2 | 1
19. Cc1nc(-c2ccc(S(=O)(=O)N3CCN(c4ccccc4)CC3)cc2)co1
→ -2 | -2 | -1 | -2 | 1 | 5 | 7 | 3 | 4 | 3
20. CC(=O)c1c(C)n(-c2ccc(N(C)C)cc2)c2ccc(OCC(N)=O)cc12
→ -6 | -4 | 11 | 5 | 4 | 2 | 3 | 1 | 0 | -2

Values run as follows: HTRA1 inh | TCR CD3 inh | TDP2 absorb | ABHD4 inh | NPR2 activator | MBD2 DNA inh | SIAE inh | LEDGF integ inh | PRMT1 inh | rCAG binder
21. CN(C(=O)CSc1nccc(=O)[nH]1)C1CCCCC1
→ 12 | -5 | 2 | 3 | 2 | -6 | 6 | -1 | 0 | -1
22. N/C(=N\OC(=O)Cc1ccccc1)c1ccccn1
→ 0 | 5 | 2 | 6 | 0 | -2 | 7 | 2 | -2 | 2
23. O=C(c1ccccc1)c1c[nH]c2cc3c(cc2c1=O)OCCO3
→ 8 | -3 | -18 | -9 | 0 | 6 | -7 | -9 | 8 | 3
24. Cc1cc(=O)oc2cc(OCC(=O)OCC(=O)NCCc3ccccc3)ccc12
→ 3 | 6 | 3&8 | -4&5 | 1&-1 | 3&5 | -3&0 | -2&2 | 27*! | -4&0
25. CC1(C(=O)NC2CCCCCC2)CCN1C(=O)Cc1ccc(-c2ccccc2)cc1 (stereo unspecified)
→ / | -1 | -11 | -7 | 0 | 5 | 7 | 0 | 1 | 0
26. COC(=O)c1sc(N2C(=O)C(O)=C(C(=O)c3ccc(C)o3)C2c2ccc(OC)c(OC)c2)nc1C (stereo unspecified)
→ -9 | -22 | 4 | -8 | -3 | -1 | -14 | -1 | 7 | 37*
27. COc1ccccc1NS(=O)(=O)c1cc(N2Cc3ccccc3C2=N)ccc1N1CCOCC1
→ 2 | 4 | -11 | -5 | -2 | 3 | -6 | -2 | 27* | 9
28. CCOC(=O)C1(Cc2ccc(OC)cc2)CCN(C(=O)CCN2CCCC2=O)CC1
→ -1 | 1 | -9 | 2 | 0 | 1 | -1 | 5 | -11 | -9
29. O=C(Nc1ccc(S(=O)(=O)N2CCCCC2)cc1)C1CCN(C(=O)c2ccco2)CC1
→ -9 | 4 | 7 | -3 | -12 | -2 | -9 | -1 | -1 | 0
30. Cc1cccc2nc3ccccc3cc12
→ 6 | -3 | -7 | -2 | -4 | -4 | 4 | 1 | -2 | 1

Values run as follows: HTRA1 inh | TCR CD3 inh | TDP2 absorb | ABHD4 inh | NPR2 activator | MBD2 DNA inh | SIAE inh | LEDGF integ inh | PRMT1 inh | rCAG binder
31. COc1ccc(OC)c(NC(=O)c2ccc(-c3csc(C)n3)cc2)c1
→ -25 | 10 | -1 | -9 | -6 | -7 | 4 | 1 | -3 | 2
32. COc1ccc(CCNC(=O)C2=CC=CN3CCS(=O)(=O)N=C23)cc1
→ 8 | 0 | -4 | 3 | -3 | 0 | 7 | -1 | 1 | 3
33. CC(=O)c1cccc(NC(=O)NNC(=O)c2ccc(Cl)cc2Cl)c1
→ -12 | -10 | 10 | -11 | -3 | 3 | 2 | -1 | 4 | 0
34. COc1ccc2[nH]c3nc(SCC(=O)NNC(=O)c4ccc(OC)c(OC)c4)nnc3c2c1
→ 11 | 0 | 9 | 2 | 1 | -1 | 2 | -3 | -1 | 0
35. CC(C)N(C(=O)CSc1ccc(S(=O)(=O)N2CCCCC2)cn1)c1ccccc1
→ -5 | 3 | -12 | -2 | 4 | -4 | -5 | 0 | 9 | -4
36. O=C(Nc1ccccc1)OCCOc1ccccc1Br
→ -45 | -4 | -12 | -20 | -2 | 1 | 1 | 2 | -1 | -3
37. COc1ccccc1C1CC(=O)NC(C)=C1C(=O)OCC1CCCO1 (stereo unspecified)
→ 8 | 5 | -6 | 1 | 0 | 3 | 1 | -2 | -3 | -3
38. CCCC(=O)C1=C(O)C(C(=O)OC)C(C)(C)CC1=NCCc1ccc(OC)c(OC)c1 (stereo unspecified)
→ -9 | 1 | -5 | 0 | -3 | -4 | 5 | -1 | -6 | -8
39. CC(Nc1oc(-c2ccco2)nc1C#N)c1ccccc1 (stereo unspecified)
→ -3 | 4 | 3 | 2 | 2 | -2 | 6 | 0 | 0 | 1
40. c1cnc(N2CCSCC2)nc1
→ 1 | 4 | 0 | 4 | 4 | 10 | 1 | -3 | -1 | -1

Some of the entries so far, as tab-separated lines:
#	compound	HTRA1 inh	TCR CD3 inh	TDP2 absorb	ABHD4 inh	NPR2 activator	MBD2 DNA inh	SIAE inh	LEDGF integ inh	PRMT1 inh	rCAG binder
17	Cn1ccc2c(-c3cccc(C=O)c3)cc3c(c21)C1CCC3C1 (stereo unspecified)	/	-6	3	1	0	3	3	2	3	5
18	CSCCC(NS(=O)(=O)c1ccc2c(c1)oc(=O)n2C)C(=O)NCc1cccs1 (stereo unspecified)	2	-3	-19	-6	5	1	3	-5	2	1
19	Cc1nc(-c2ccc(S(=O)(=O)N3CCN(c4ccccc4)CC3)cc2)co1	-2	-2	-1	-2	1	5	7	3	4	3
20	CC(=O)c1c(C)n(-c2ccc(N(C)C)cc2)c2ccc(OCC(N)=O)cc12	-6	-4	11	5	4	2	3	1	0	-2
21	CN(C(=O)CSc1nccc(=O)[nH]1)C1CCCCC1	12	-5	2	3	2	-6	6	-1	0	-1
22	N/C(=N\OC(=O)Cc1ccccc1)c1ccccn1	0	5	2	6	0	-2	7	2	-2	2
23	O=C(c1ccccc1)c1c[nH]c2cc3c(cc2c1=O)OCCO3	8	-3	-18	-9	0	6	-7	-9	8	3
24	Cc1cc(=O)oc2cc(OCC(=O)OCC(=O)NCCc3ccccc3)ccc12	3	6	3&8	-4&5	1&-1	3&5	-3&0	-2&2	27*!	-4&0
25	CC1(C(=O)NC2CCCCCC2)CCN1C(=O)Cc1ccc(-c2ccccc2)cc1 (stereo unspecified)	/	-1	-11	-7	0	5	7	0	1	0
26	COC(=O)c1sc(N2C(=O)C(O)=C(C(=O)c3ccc(C)o3)C2c2ccc(OC)c(OC)c2)nc1C (stereo unspecified)	-9	-22	4	-8	-3	-1	-14	-1	7	37*
27	COc1ccccc1NS(=O)(=O)c1cc(N2Cc3ccccc3C2=N)ccc1N1CCOCC1	2	4	-11	-5	-2	3	-6	-2	27*	9

Continued.
Values run as follows: HTRA1 inh | TCR CD3 inh | TDP2 absorb | ABHD4 inh | NPR2 activator | MBD2 DNA inh | SIAE inh | LEDGF integ inh | PRMT1 inh | rCAG binder
41. O=C(COC(=O)C1CCN(S(=O)(=O)c2cccs2)CC1)c1ccc2c(c1)OCCO2
→ -11 | -2 | -1 | -2 | 4 | -2 | -13 | 0 | -2 | -2
42. CCOC(=O)c1c(NC(=O)CN2C(=O)NC3(CCCCC3C)C2=O)sc(C)c1CC (stereo unspecified)
→ -52 | -1 | -11 | -11 | -5 | 0 | -5 | 1 | -9 | -3
43. COCCCNC1=C(C#N)C(=O)NC2(CCCC2)S1
→ -2 | 5 | 12 | 6 | 4 | -3 | -1 | -2 | 5 | 3
44. Cc1cc(C)cc(N(CC(=O)NC2CCC(C)CC2)S(=O)(=O)c2ccc(C)c(C)c2)c1 (stereo unspecified)
→ / | / | -7 | 7 | 1 | 5 | 2 | -3 | -1 | 1
45. CSc1nn(-c2ccc(C(=O)OC(C(=O)NC(N)=O)C(C)C)cc2)c(=S)s1 (stereo unspecified)
→ -2 | 1 | 1 | -4 | 4 | -2 | -10 | -5 | 3 | -4
46. Clc1ccc2oc(-c3cccnc3)nc2c1
→ 4 | 1 | 6 | -3 | -1 | -6 | -1 | 0 | -3 | 1
47. Cc1ccc(O)c(CNc2nc3ccccc3n2C)c1
→ 0 | 7 | 0 | -4 | -9 | 6 | 6 | -1 | -4 | -2

Screening data (PubChem BioAssay)
